# Screening results deposited in PubChem by several laboratories.
# RGS8-Gao – modulates binding of RGS8 to human Galphao | AID 1423 | multiplexed bead flow cytometry; actives lie on both sides | response (percent of control binding), % at 10 µM | hit rate 0.34% among 220,000; in the data active means response below about 60% or above about 140%; inactive means in between;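 further: Galphao activated as the GDP aluminium fluoride complex binding bead-coupled RGS8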
# ABCG2 inh – human ABCG2 inhibition, ABCB1 as counter-screen | IgMXP3 cells, JC-1 efflux, flow cytometry | inhibition, % at 6.6 µM | hit rate 0.1% among 190,000;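 active means inhibition above 80%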;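 further: 0% = DMSO and 100% = nicardipine control wells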
# Target sequence (Q9UNQ0 whole entry, looked up): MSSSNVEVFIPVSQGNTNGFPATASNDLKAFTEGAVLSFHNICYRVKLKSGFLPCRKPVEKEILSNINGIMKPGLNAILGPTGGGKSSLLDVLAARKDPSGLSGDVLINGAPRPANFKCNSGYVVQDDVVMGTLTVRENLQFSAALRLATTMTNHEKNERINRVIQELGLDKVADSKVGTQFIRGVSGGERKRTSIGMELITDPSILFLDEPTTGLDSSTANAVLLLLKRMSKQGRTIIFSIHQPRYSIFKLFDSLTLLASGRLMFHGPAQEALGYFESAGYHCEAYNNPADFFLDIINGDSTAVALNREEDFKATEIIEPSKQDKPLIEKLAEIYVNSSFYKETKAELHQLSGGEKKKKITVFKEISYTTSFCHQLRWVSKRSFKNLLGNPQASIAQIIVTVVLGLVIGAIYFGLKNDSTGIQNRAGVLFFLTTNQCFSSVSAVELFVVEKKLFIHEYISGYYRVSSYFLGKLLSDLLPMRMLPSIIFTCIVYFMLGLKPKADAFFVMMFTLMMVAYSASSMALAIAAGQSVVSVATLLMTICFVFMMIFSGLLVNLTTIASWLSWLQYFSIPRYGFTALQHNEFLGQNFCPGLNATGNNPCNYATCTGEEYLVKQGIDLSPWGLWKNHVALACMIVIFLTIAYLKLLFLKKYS
#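 Read-out basis: Efflux inhibition in percent versus controls | Test system: ABCG2 IgMXP3 and barcoded ABCB1 CCRF-Adr cell mix | Quantity: 3 million cells/mL in well | Schedule: 10 min at 25 °C | Control set: Nicardipine as high control, DMSO as low control | Reagent: JC-1 as fluorescent efflux pump substrate | Signal: Flow cytometry of retained JC-1 fluorescence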
# Mcl-1 Bim block – disrupts Bim peptide binding to human Mcl-1. Q07820. Bead-based flow cytometry, Bim peptide-Mcl-1 binding. inhibition, % at 10 µM. hit rate 0.1% among 190,000. AID 1009; in the data active means inhibition above about 40%;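 further: 0% = no compound tracer wells and 100% = peptide blocker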
# Target sequence (Q07820 whole entry, looked up): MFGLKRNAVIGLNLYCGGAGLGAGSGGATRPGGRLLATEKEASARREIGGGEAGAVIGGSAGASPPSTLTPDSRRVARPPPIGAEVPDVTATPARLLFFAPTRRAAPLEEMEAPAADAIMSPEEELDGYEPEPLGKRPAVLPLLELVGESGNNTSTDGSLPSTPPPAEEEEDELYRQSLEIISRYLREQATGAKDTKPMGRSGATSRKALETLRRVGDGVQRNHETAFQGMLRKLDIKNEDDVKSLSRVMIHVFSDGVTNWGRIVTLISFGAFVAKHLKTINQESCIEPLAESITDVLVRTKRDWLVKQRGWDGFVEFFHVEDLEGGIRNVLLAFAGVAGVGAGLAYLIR
# Mcl1 Noxa PPI – Mcl-1/Noxa interaction inhibition; Q07820; TR-FRET Mcl-1/Noxa peptide binding, 2 h; inhibition, % at 21.7 µM; hit rate 1.5% among 220,000; AID 1022;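 active means compounds that cut the protein-peptide binding signal by more than 50% relative to plate controls in a single-dose test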;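 further: His-tagged Mcl-1 with rhodamine Noxa BH3 peptide and terbium anti-His antibody; 0% = Mcl-1 plus Noxa peptide wells and 100% = peptide-only wells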
# RGS4-Gao reg – human RGS4-Galphao interaction regulation; P09471; Multiplexed bead flow cytometry, RGS4-Galphao binding; actives lie on both sides; binding response (% of control), % at 10 µM; hit rate 0.33% among 220,000; AID 1415; in the data active means binding response below about 49% or above about 150%; inactive means in between;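 further: fluorescent Galphao activated with aluminum fluoride binding bead-coupled RGS4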
# RGS7-Gao reg – human RGS7-Galphao interaction regulation; Multiplexed bead flow cytometry, RGS7-Galphao binding; actives lie on both sides; binding response (% of control), % at 10 µM; hit rate 0.35% among 220,000; AID 1439; in the data active means binding response below about 49% or above about 150%; inconclusive means no clear call, values can overlap the other calls; inactive means in between;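 further: fluorescent Galphao held in activated GDP-AlF4 state binding bead-coupled RGS7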
# Avidin fluor – avidin bead compound fluorescence profile; Avidin beads, compound fluorescence 488/530 nm, flow cytometry; active compounds read high; fluorescence (KMESF) at 10 µM; hit rate 0.38% among 220,000; in the data active means fluorescence above about 47; further: inactives centre near 10
# ABCB1 inh – human ABCB1 inhibition, ABCG2 as counter-screen; P08183; hit rate 0.067% among 190,000; inhibition, % at 6.6 µM; AID 1326; CCRF-Adr cells, JC-1 efflux, flow cytometry; in the data active means inhibition above about 40%;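 further: 0% = vehicle and 100% = reference inhibitor; higher value means more JC-1 retained so stronger ABCB1 efflux block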
# GSH fluor – compound fluoresces at 488/530 nm on GSH beads | fluorescence (KMESF) at 10 µM | GSH beads flow cytometry, compound fluorescence 488/530 nm; active compounds read high | hit rate 0.25% among 190,000; in the data active means fluorescence above about 89;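 further: glutathione beads carrying GST-tagged Bcl family fusion proteins plus one bare bead set; values are compound well signal with DMSO vehicle wells as background; inactives centre near 16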
# Mcl1-Bid inh – disrupts binding of human Mcl-1 to Bid peptide; hit rate 0.97% among 220,000; inhibition, % at 21.7 µM; TR-FRET Mcl-1/Bid-Dy647 peptide binding, 1536-well; Q07820;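 active means compounds that cut the binding signal by more than half at the single screening dose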;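 further: His-tagged Mcl-1 with europium anti-His antibody binding Bid BH3 peptide; 0% = Mcl-1 plus peptide wells and 100% = peptide-only wells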
# Pf gamet viab – P. falciparum stage V gametocyte viability inhibition | inhibition, % at 10.9 µM | hit rate 0.065% among 150,000 | AID 743093 | P. falciparum stage V gametocytes, ATP luminescence, 24 h;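 active means inhibition above the mean plus 3 SD of compounds within the control limits, set per campaign, cut at about 38% in these data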;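 further: 0% = DMSO wells and 100% = medium only without gametocytes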
# * hit, by the source's call; ? = inconclusive; . = not tested or not shown. Rows are unselected (roughly 3.3% active in at least one column).
SMILES	RGS8-Gao	ABCG2 inh	Mcl-1 Bim block	Mcl1 Noxa PPI	RGS4-Gao reg	RGS7-Gao reg	Avidin fluor	ABCB1 inh	GSH fluor	Mcl1-Bid inh	Pf gamet viab
Cc1ccc(NC(=O)C(=O)c2c(-c3ccccc3)cc3ccccn23)cc1S(=O)(=O)N1CCOCC1	104	1	0	8	109	106	8	0.9	5	-23	-8
CN(C(=O)c1ccc(S(=O)(=O)c2cccc(Cl)c2)c([N+](=O)[O-])c1)C1CCCCC1	106	2	-4	10	102	103	14	.	9	7	.
COC(=O)Nc1cc([N+](=O)[O-])ccc1OC	103	9	0	-1	101	112	19	0.6	11	-18	-8
COC(=O)c1cc(C(=O)N2CCOCC2)cc([N+](=O)[O-])c1	102	0	-2	9	103	105	10	0.0	13	-9	-8
Cc1cccc(C)c1NC(=O)CNc1ncnc2sc(C)c(C)c12	107	8	18	18	97	97	10	0.3	8	-8	.
O=C(COc1ccc(Cl)cc1)Nc1ncc([N+](=O)[O-])s1	99	9	-1	27	103	105	10	0.7	19	45	.
CC1(C(=O)O)CCC(C(=O)N2CCCCC2)C1(C)C (stereo unspecified)	101	1	-1	11	98	98	9	0.2	18	9	31
O=[N+]([O-])c1c(Nc2ccc(O)cc2)cc(N2CCOCC2)c2nonc12	90	2	-7	24	99	97	10	0.4	19	-29	.
Cc1cc(C(=O)CN2C(=O)NC3(CCCc4ccccc43)C2=O)c(C)n1Cc1cccs1 (stereo unspecified)	103	0	3	28	100	101	23	1.0	9	-90	.
COc1cc(Cl)ccc1NC(=O)COc1ccccc1C(=O)NN	98	2	0	4	99	?	12	-0.2	9	-4	10
CCOC(=O)c1sc(NN=C(C(=O)OC)C(=O)OC)c(C(=O)OCC)c1C	106	126*	22	12	103	104	21	0.5	7	21	.
Cc1csc(NC(=O)CSc2nnc(-c3ccncc3)o2)n1	101	52	-4	0	105	97	15	0.5	35	-10	13

# A different layout for 4 compounds above:
O=[N+]([O-])c1c(Nc2ccc(O)cc2)cc(N2CCOCC2)c2nonc12
  RGS8-Gao: 90
  ABCG2 inh: 2
  Mcl-1 Bim block: -7
  Mcl1 Noxa PPI: 24
  RGS4-Gao reg: 99
  RGS7-Gao reg: 97
  Avidin fluor: 10
  ABCB1 inh: 0.4
  GSH fluor: 19
  Mcl1-Bid inh: -29
  Pf gamet viab: .
Cc1ccc(NC(=O)C(=O)c2c(-c3ccccc3)cc3ccccn23)cc1S(=O)(=O)N1CCOCC1
  RGS8-Gao: 104
  ABCG2 inh: 1
  Mcl-1 Bim block: 0
  Mcl1 Noxa PPI: 8
  RGS4-Gao reg: 109
  RGS7-Gao reg: 106
  Avidin fluor: 8
  ABCB1 inh: 0.9
  GSH fluor: 5
  Mcl1-Bid inh: -23
  Pf gamet viab: -8
Cc1cccc(C)c1NC(=O)CNc1ncnc2sc(C)c(C)c12
  RGS8-Gao: 107
  ABCG2 inh: 8
  Mcl-1 Bim block: 18
  Mcl1 Noxa PPI: 18
  RGS4-Gao reg: 97
  RGS7-Gao reg: 97
  Avidin fluor: 10
  ABCB1 inh: 0.3
  GSH fluor: 8
  Mcl1-Bid inh: -8
  Pf gamet viab: .
Cc1cc(C(=O)CN2C(=O)NC3(CCCc4ccccc43)C2=O)c(C)n1Cc1cccs1 (stereo unspecified)
  RGS8-Gao: 103
  ABCG2 inh: 0
  Mcl-1 Bim block: 3
  Mcl1 Noxa PPI: 28
  RGS4-Gao reg: 100
  RGS7-Gao reg: 101
  Avidin fluor: 23
  ABCB1 inh: 1.0
  GSH fluor: 9
  Mcl1-Bid inh: -90
  Pf gamet viab: .

# Later entries
SMILES	RGS8-Gao	ABCG2 inh	Mcl-1 Bim block	Mcl1 Noxa PPI	RGS4-Gao reg	RGS7-Gao reg	Avidin fluor	ABCB1 inh	GSH fluor	Mcl1-Bid inh	Pf gamet viab
CCCS(=O)(=O)N1CCCC(C(=O)NCc2ccc(C)cc2)C1 (stereo unspecified)	102	8	9	-1	100	102	13	1.3	28	-18	.
CC(=O)Nc1ccc(S(=O)(=O)NCC(=O)OCC(=O)NC(=O)c2cccn2C)cc1	106	.	.	24	103	?	8	.	.	-59	-19
CN(CC(O)COCc1cccs1)C1CCCCC1 (stereo unspecified)	97	44	-6	15	100	103	33	1.1	22	7	.
O=C(Nc1ccnc(=O)[nH]1)c1sc2ccccc2c1Cl	100	.	.	11	93	?	10	.	.	58*	-21
CCOC(=O)CN1C(=O)C(Sc2n[nH]c(-c3ccc(O)cc3)n2)CCc2ccccc21 (stereo unspecified)	99	0	-2	6	102	102	9	0.0	24	-12	-9
CC(=O)c1ccc(Sc2ccccc2)c([N+](=O)[O-])c1	96	.	.	0	99	?	6	.	.	-1	-9
CCCC/C(O)=C1\C(=O)CCCC1=NCCc1c(C)[nH]c2ccccc12	103	.	.	3	105	?	6	.	.	-63	-25
Cc1[nH][nH]c(=O)c1C(c1ccc(-c2ccccc2C(=O)O)o1)c1c(C)[nH][nH]c1=O	97	-7	0	22	100	?	9	-0.6	18	-35	-19
Cc1ccccc1N(C(=O)Cc1ccsc1)C(C(=O)NC1CCCCC1)c1ccc(F)cc1 (stereo unspecified)	100	3	-4	2	102	101	24	0.4	23	-25	19
CCCc1nnc(NC(=O)c2ccc([N+](=O)[O-])cc2)s1	98	8	-1	3	99	99	1	0.9	5	5	.
COc1ccc(Nc2ccc(S(=O)(=O)N3CCCCCC3)cc2[N+](=O)[O-])cc1	103	31	-1	-3	105	.	7	1.7	9	5	-12
CC(NC(=O)/C(=C/c1ccc(OC(F)F)cc1)c1ccccc1)c1ccccc1 (stereo unspecified)	105	4	-3	9	103	102	10	0.9	11	-1	-8

# 4 compounds from above, sorted by the value under RGS7-Gao reg, rising:
mol	RGS7-Gao reg
CCCc1nnc(NC(=O)c2ccc([N+](=O)[O-])cc2)s1	99
Cc1ccccc1N(C(=O)Cc1ccsc1)C(C(=O)NC1CCCCC1)c1ccc(F)cc1 (stereo unspecified)	101
CCOC(=O)CN1C(=O)C(Sc2n[nH]c(-c3ccc(O)cc3)n2)CCc2ccccc21 (stereo unspecified)	102
CN(CC(O)COCc1cccs1)C1CCCCC1 (stereo unspecified)	103

# Next results follow:
SMILES	RGS8-Gao	ABCG2 inh	Mcl-1 Bim block	Mcl1 Noxa PPI	RGS4-Gao reg	RGS7-Gao reg	Avidin fluor	ABCB1 inh	GSH fluor	Mcl1-Bid inh	Pf gamet viab
O=C(O)c1cccnc1C(=O)N1CCc2c([nH]c3ccccc23)C1C(F)(F)F (stereo unspecified)	103	.	.	29	103	?	7	.	.	11	-5
CN(C)N1C(N)=C(C#N)C(c2ccsc2)C2=C1CC(C)(C)CC2=O (stereo unspecified)	99	1	-3	-19	95	96	2	0.4	6	-24	5
COc1ccc(-c2nnnn2-c2ccc(F)cc2F)cc1	101	0	-1	18	103	100	11	0.5	19	-4	0
CCS(=O)(=O)N1CCCC(C(=O)NCCN(C)Cc2ccccc2)C1 (stereo unspecified)	97	1	0	9	97	95	9	0.5	14	-14	.
Cc1ccc(S(=O)(=O)N(C)C)cc1NC(=S)NC(=O)C12CC3CC(CC(C3)C1)C2	104	24	-5	-4	102	102	4	5.7	10	-2	-1
Cc1c(Cl)cn2c(=O)cc(CN(C)Cc3nc4ccccc4c(=O)[nH]3)nc2c1Cl	100	9	-5	11	98	?	12	6.5	11	-11	.
Cc1nn(C(C)C(=O)N2CCc3ccccc32)c(C)c1[N+](=O)[O-] (stereo unspecified)	103	2	-1	0	101	100	14	0.8	64	-24	.
CCOc1cc(/C=C2/C(=N)N3OC(C)=CC3=NC2=O)ccc1OC(=O)c1ccco1	97	4	-3	13	98	100	2	0.5	10	-16	-9
CCCN1C(=O)C(NC(=O)c2ccncc2)(C(F)(F)F)C2=C1CC(C)(C)CC2=O (stereo unspecified)	98	0	0	17	99	98	8	0.1	39	3	.
Cc1nn(C(=O)c2nn(C)cc2[N+](=O)[O-])c(C)c1Cl	101	-2	0	19	104	?	13	2.9	13	16	-10
Cc1cccc(-n2cnc(C(=O)O)c2)n1	100	-1	0	2	100	102	8	0.0	12	-4	5
O=C(NCC1CCCCC1)c1cc(S(=O)(=O)N2CCCCC2)ccc1N1CCOCC1	100	2	15	7	97	92	10	0.9	10	-9	-12
COc1ccc(-c2nnn(CC(=O)N(Cc3ccco3)C(C(=O)NCC3CCCO3)c3ccco3)n2)cc1 (stereo unspecified)	93	2	4	5	97	94	6	0.4	9	-7	-22
COc1ccc(N2C(=O)CSC23C(=O)N2CCCc4cccc3c42)cc1 (stereo unspecified)	101	1	3	-4	103	107	17	1.0	37	-8	42*
c1csc(C2C3=C(Nc4ncnn42)c2ccccc2OC3)c1 (stereo unspecified)	96	0	-1	11	92	97	5	0.0	18	-4	.
COc1cccc(-n2c(SCC(=O)NCc3ccco3)nnc2-c2c[nH]c3ccccc23)c1	92	-5	0	12	99	96	4	-2.3	21	-34	.
CCOC(=O)c1sc(NC(=O)CSc2nc3ccccc3o2)c(C(=O)OCC)c1C	101	8	-3	-3	103	101	11	1.1	13	1	.
Cc1ccc(Nc2ncccc2C(N)=O)cc1[N+](=O)[O-]	101	49	-40	12	101	107	4	0.2	16	-11	-11
COc1ccc(-c2cc(C(F)F)n3ncc(C(=O)N4CCc5ccccc54)c3n2)cc1	102	-2	0	-5	101	100	8	-0.9	13	-6	13
CC1=C(C)CC(C(=O)N2CCN(Cc3ccccc3)CC2)C(C(=O)O)C1 (stereo unspecified)	97	6	-1	18	100	97	6	0.2	12	-52	.
